Source: PubChem (several laboratories)
Pf gametocyte: inhibitors of late stage P. falciparum gametocyte viability | inhibition, % at 10.9 µM | AID 743093 | 0.065% of 150,000 active | P. falciparum stage V gametocytes, ATP luminescence, 24 h;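 active = inhibition above the mean plus 3 SD of compounds within the control limits, set per campaign, cut at about 38% in these data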;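 note: 0% = DMSO wells and 100% = medium only without gametocytes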
Rac1 act GTP bind: human Rac1 activated mutant GTP binding change | P63000 | 0.11% of 190,000 active | GST-Rac1 activated beads, fluorescent GTP binding, flow cytometry; actives lie on both sides; 100% means binding = to untreated wells | percent activity (GTP binding), % at 10 µM;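 active = GTP binding at least 20 percentage points away from the 100% baseline, in either direction, so actives lie on both sides; inconclusive = Compound likely fluorescent itself, or too few beads counted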
Mcl1-Bid inh: Mcl-1/Bid interaction inhibition; TR-FRET Mcl-1/Bid-Dy647 peptide binding, 1536-well; 0.97% of 220,000 active; inhibition, % at 21.7 µM; AID 1021;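 active = compounds that cut the binding signal by more than half at the single screening dose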;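 note: His-tagged Mcl-1 with europium anti-His antibody binding Bid BH3 peptide; 0% = Mcl-1 plus peptide wells and 100% = peptide-only wells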
Target sequence (Q07820 whole entry, looked up): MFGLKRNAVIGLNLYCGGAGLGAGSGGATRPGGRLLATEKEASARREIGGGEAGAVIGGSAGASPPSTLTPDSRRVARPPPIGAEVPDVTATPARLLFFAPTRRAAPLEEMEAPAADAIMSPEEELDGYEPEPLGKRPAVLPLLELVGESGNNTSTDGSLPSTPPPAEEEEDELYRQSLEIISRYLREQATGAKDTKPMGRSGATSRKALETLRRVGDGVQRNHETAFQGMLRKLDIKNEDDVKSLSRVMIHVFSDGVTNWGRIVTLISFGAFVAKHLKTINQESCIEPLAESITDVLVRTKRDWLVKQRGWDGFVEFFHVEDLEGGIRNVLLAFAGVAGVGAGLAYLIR
HRas wt GTP: modulators of GTP binding to human HRas wildtype; GTP binding activity, % at 10 µM; AID 759; 0.14% of 190,000 active; GST-Ras wt beads, Bodipy-FL-GTP binding, flow cytometry; actives lie on both sides;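 active = GTP binding activity at least 20% away from the 100% baseline, either lowered as inhibitor or raised as activator; inconclusive = flagged as likely green fluorescent, judged across all proteins in the well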;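 note: 0% = unlabeled GTP competition control and 100% = no-compound control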
Target sequence (P01112 whole entry, looked up): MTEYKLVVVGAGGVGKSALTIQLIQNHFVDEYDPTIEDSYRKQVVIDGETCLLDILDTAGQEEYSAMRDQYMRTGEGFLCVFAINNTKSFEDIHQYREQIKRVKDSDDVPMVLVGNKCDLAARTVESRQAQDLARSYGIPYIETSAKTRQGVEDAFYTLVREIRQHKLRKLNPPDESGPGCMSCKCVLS
Rab7 wt GTP bind: alters GTP binding to wildtype dog Rab7 | GST-Rab7 beads, fluorescent GTP binding, flow cytometry; actives lie on both sides; untreated = 100%, excess cold GTP = 0% | 0.055% of 190,000 active | GTP binding activity (percent of control), % at 10 µM;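 active = fluorescent GTP binding to Rab7 beads changed by at least 20 points from the 100% baseline, either direction, mostly lower; inconclusive = compound itself probably fluorescent, or too few beads counted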;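 note: median green fluorescence of bound Bodipy-FL-GTP per Rab7 bead population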
Mcl1 Noxa PPI: Mcl-1/Noxa interaction inhibition; TR-FRET Mcl-1/Noxa peptide binding, 2 h; inhibition, % at 21.7 µM; 1.5% of 220,000 active; AID 1022;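 active = compounds that cut the protein-peptide binding signal by more than 50% relative to plate controls in a single-dose test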;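 note: His-tagged Mcl-1 with rhodamine Noxa BH3 peptide and terbium anti-His antibody; 0% = Mcl-1 plus Noxa peptide wells and 100% = peptide-only wells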
Mcl-1 Bim block: disrupts Bim peptide binding to human Mcl-1; Q07820; Bead-based flow cytometry, Bim peptide-Mcl-1 binding; inhibition, % at 10 µM; 0.1% of 190,000 active; AID 1009; in the data active = inhibition above about 40%;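 note: 0% = no compound tracer wells and 100% = peptide blocker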
Avidin fluor: compound fluoresces at 488/530 nm on avidin beads | compound fluorescence 488/530 nm, flow cytometry; stronger effect = higher value | fluorescence (KMESF) at 10 µM | 0.38% of 220,000 active | AID 1775; in the data active = fluorescence above about 47; note: inactives centre near 10
Rab2 wt GTP: changes GTP binding to wildtype dog Rab2A, up or down | GTP binding activity, % at 10 µM | AID 760 | 0.19% of 190,000 active | P61105 | GST-Rab2 wt beads, Bodipy-GTP binding, flow cytometry;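 active = GTP binding activity at least 20 points away from 100%, either lowered or raised; inconclusive = signal likely due to the compound's own green fluorescence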;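 note: 0% = beads with excess unlabeled GTP and 100% = no-compound control corrected for plate trend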
Rac1 wt GTP bind: alters GTP binding to wildtype human Rac1. GTP binding activity (% of control), % at 10 µM. GST-Rac1 beads, fluorescent GTP binding, flow cytometry; actives lie on both sides; 0 = cold GTP competed, 100 = untreated. P63000. 0.27% of 190,000 active;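 active = GTP binding activity at least 20 points away from the 100% control level, either lower or higher; inconclusive = compound flagged as likely green fluorescent, judged across all proteins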
Cdc42 wt: modulators (inhibitors or activators) of GTP binding to human Cdc42 wildtype. GST-Cdc42 beads, Bodipy-GTP binding, flow cytometry; actives lie on both sides. percent activity (GTP binding), % at 10 µM. P60953. 0.2% of 190,000 active;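 active = percent activity GTP binding at least 20 points away from the 100% baseline, either down as inhibitor or up as activator; inconclusive = compound flagged as likely green fluorescent from well-wide comparison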;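 note: median bead fluorescence of bound Bodipy-FL-GTP at 100 nM; 0% = excess unlabeled GTP control and 100% = no compound control; below 100% means less GTP binding so inhibitor and above means activator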
Target sequence (P60953 whole entry, looked up): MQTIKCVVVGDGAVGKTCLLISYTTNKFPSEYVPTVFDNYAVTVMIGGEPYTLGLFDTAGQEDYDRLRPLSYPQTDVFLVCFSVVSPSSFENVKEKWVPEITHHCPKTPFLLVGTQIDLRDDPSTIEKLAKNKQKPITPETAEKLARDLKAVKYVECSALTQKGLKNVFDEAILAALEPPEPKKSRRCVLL
The depositor's hits bear a star; ? = inconclusive; nt = not tested or not shown. Rows were taken by chance; 2.7% or so of the library scored in one or more.

smiles	Pf gametocyte	Rac1 act GTP bind	Mcl1-Bid inh	HRas wt GTP	Rab7 wt GTP bind	Mcl1 Noxa PPI	Mcl-1 Bim block	Avidin fluor	Rab2 wt GTP	Rac1 wt GTP bind	Cdc42 wt
CCc1cc[n+](/C(C(=S)Nc2cccc(C)c2)=C(/[O-])c2ccc(C)c([N+](=O)[O-])c2)cc1	nt	98	-16	97	95	10	-3	12	96	103	101
CC(=O)c1n[nH]nc1Nc1nc(C)cc(C)n1	-3	104	-4	102	96	0	-8	6	101	109	104
CC(C)CC(=O)Nc1ccc(-c2nc3ccccc3c(=O)o2)cc1	-18	97	-8	97	95	6	17	9	97	98	97
CCN(CC)S(=O)(=O)c1ccc(N2CCOCC2)c(NC(=O)c2cccc(C#N)c2)c1	nt	93	4	94	97	6	2	12	103	96	99
CC/C(CC(C)(C)c1ccccc1)=N\O	5	104	0	107	103	3	1	35	105	109	107
COc1ccc([N+](=O)[O-])cc1NC(=O)/C=C/C(=O)O	-56	99	1	100	100	3	-7	2	101	102	104
O=C(CSc1nnnn1Cc1ccccc1)NCCc1ccccc1	8	88	-28	90	89	9	-3	9	87	91	89
Cc1ccccc1Cn1ccc(NC(=O)c2onc(C)c2Cl)n1	nt	100	6	101	103	3	-6	21	102	107	105
O=C(/C=C/c1ccccc1[N+](=O)[O-])OCC(=O)c1ccccc1	11	96	-20	98	96	10	3	8	95	95	96
O=C(COC(=O)CCc1nc2ccccc2s1)NC(=O)NCc1ccco1	-6	93	-15	97	95	15	-2	9	100	99	100
O=S(=O)(Nc1ccc(N2CCOCC2)cc1)c1ccc(F)cc1	-2	96	-72	98	100	-2	1	9	98	102	95
CCC(C)Sc1nnc(Cc2cc(=O)[nH]c(=O)[nH]2)n1-c1ccc(OC)cc1 (centres undefined)	nt	100	-23	100	101	5	0	8	103	105	107
COc1cccc(NC(=O)CN(C)C(=O)c2ccc3ccccc3c2)c1	-12	98	-16	97	100	16	0	9	95	99	98
O=C(Oc1cncc(Cl)c1)c1ccco1	nt	99	-11	100	101	-13	-4	23	101	101	100
CCc1ccc(OCC(=O)NC(NC(=S)Nc2ccc(Cl)cc2)C(Cl)(Cl)Cl)cc1 (centres undefined)	10	99	-21	100	101	21	-2	10	101	103	99
CCn1cc(C(=O)N2CCN(c3ccccn3)CC2)c2cc(OC)c(OC)cc2c1=O	17	101	-21	100	98	2	-1	15	99	108	104
Cc1ccc(C(=O)N2CCc3ccccc32)cc1NC(=O)c1ccco1	15	93	-17	94	92	4	0	9	96	92	88
O=C(O)CS(=O)(=O)CC(=O)O	nt	99	58*	98	100	23	-3	9	102	102	104
Cc1ccc(/C=N/NC(=O)Cn2cnc3ccccc32)o1	22	100	-29	99	100	18	-3	26	101	101	99
Cc1occc1C(=O)Nc1cccc2ccccc12	nt	99	-48	100	95	5	0	17	97	101	101
Cc1cc2ncn(N)c2cc1C	nt	100	-7	101	101	-20	-2	3	103	101	103
COc1ccc(C(C)=O)cc1CSc1nnc(-c2ccncc2)n1C	-19	94	-32	100	104	8	-2	9	102	97	100
CS(=O)(=O)N1CCN(c2nc(-c3ccccc3)cs2)CC1	nt	99	-8	94	86	14	-3	8	94	98	99
CCOC(=O)CSc1nc2ccc(NC(C)=O)cc2s1	nt	99	3	102	99	21	-3	14	98	105	105
CS(=O)(=O)N(CC(=O)N1CCC(C(N)=O)CC1)C1CCCCC1	33	99	-37	99	97	-27	0	4	98	102	100
CCCc1[nH][nH]c(=O)c1C(c1ccc(Br)cc1)C(C#N)C#N (centres undefined)	nt	89	-2	94	92	7	-2	10	93	90	93
Cc1cccc(CC(Cc2nc3ccccc3[nH]2)c2nc3ccccc3[nH]2)c1 (centres undefined)	nt	95	-53	97	97	-23	-2	6	96	95	96
O=C(CCC(=O)Nc1ccccc1)NNC(=O)COc1ccccc1	-3	98	-29	99	98	3	-2	7	96	102	95
Cn1c(=O)c2ncn(CC(=O)Nc3cc(C(F)(F)F)ccc3N3CCOCC3)c2n(C)c1=O	nt	96	-9	101	100	11	0	37	101	97	101
CCOC(=O)CN1C(=O)C(C)(C)Oc2ccc(C(=O)Nc3ccccc3OC)cc21	nt	93	-18	97	102	-8	-1	7	99	103	97
COc1cccc(C2=CC(c3ccc(N(C)C)cc3)n3nnnc3N2)c1 (centres undefined)	-13	101	-17	105	101	-8	-5	33	102	105	104
COc1ccc(C(=O)OCC2CC(c3ccccc3)N(C)O2)cc1 (centres undefined)	4	98	-15	102	104	11	-4	11	100	104	100
CC(C)(CNC(=O)C1CCCN1C(=O)c1cccs1)N1CCOCC1 (centres undefined)	8	95	-10	98	102	-13	0	19	98	98	96
CCC(=O)Nc1ccc(C(=O)N/N=C/c2ccc([N+](=O)[O-])cc2)cc1	-16	100	-9	101	99	25	-4	15	101	106	105
CCOC(=O)CC(NC(=O)c1cc2cc(Cl)cc(Cl)c2oc1=O)c1cccc([N+](=O)[O-])c1 (centres undefined)	16	98	-8	101	101	11	-6	11	98	107	103
C=CCN=C1NN=C(c2cc(C)n(CC=C)c2C)CS1	nt	97	-64	98	99	18	-3	12	97	100	99
CN(C)C(=O)COc1ccc2ccc(=O)oc2c1	nt	97	13	98	96	15	0	10	100	101	99
Cn1c(C(=O)Nc2ccc3c(c2)OCO3)cc2sccc21	nt	101	-53	99	102	21	0	24	103	105	103
O=C(CN1C(=O)CCC1=O)NCC12CC3CC(CC(C3)C1)C2	nt	?	-19	?	?	-14	-1	24	?	?	?
CCCCN(c1ccccc1)S(=O)(=O)c1cccc(C(=O)O)c1	2	91	5	98	107	3	1	9	99	98	96
O=c1c2cc(NC(=S)NC3CCN(Cc4ccccc4)CC3)ccc2nc2n1CCCCC2	-15	98	-50	99	103	-2	0	11	99	99	96
O=S(=O)(N1CCOCC1)n1cnc2ccccc21	5	97	-16	99	96	-10	2	7	96	99	99
O=C(NCCN1C(=O)S/C(=C\c2ccc(F)cc2)C1=O)C1CCN(S(=O)(=O)c2cccs2)CC1	nt	95	-46	100	100	13	-4	16	95	100	97
Cc1ccc(O)c(CNc2ccccn2)c1	14	93	-28	94	92	nt	0	11	92	91	95
O=C(Nc1ncc2c(n1)-c1ccccc1OC2)c1ccc(F)cc1	24	95	15	94	94	-7	4	25	95	97	96
Cc1ccc(OCc2cn3cccnc3n2)cc1	nt	97	6	95	95	38	2	0	96	102	99
CCC1S/C(=N\S(=O)(=O)c2cccs2)N(C2CCCCC2)C1=O (centres undefined)	-15	92	-3	100	95	-12	-2	12	96	105	95
CN(Cc1ccccc1)C(=O)CCCn1c(=O)[nH]c2cc(Cl)ccc2c1=O	11	93	0	96	99	5	-3	7	94	100	96
CCN1CCN(c2cc(C)c3cc(NC(=S)NCc4cccs4)ccc3n2)CC1	10	94	-128	98	99	25	-6	7	100	95	94
Cn1c(O)c(C2=c3ccccc3=NC2=O)sc1=Nc1ccc(Cl)cc1	2	97	-5	98	96	26	-3	7	97	100	95

(more compounds)
smiles	Pf gametocyte	Rac1 act GTP bind	Mcl1-Bid inh	HRas wt GTP	Rab7 wt GTP bind	Mcl1 Noxa PPI	Mcl-1 Bim block	Avidin fluor	Rab2 wt GTP	Rac1 wt GTP bind	Cdc42 wt
Cc1ccc(NC(=O)CSc2nnc(C)c(=O)[nH]2)cc1C	3	97	-19	98	108	-5	0	17	100	103	100
CCOc1ccc(NC(=O)CN2C(=O)S/C(=C/c3cccn3C)C2=O)cc1	-2	98	-11	102	106	44	0	14	100	103	97
Cc1cc(CNC(=O)c2cccc([N+](=O)[O-])c2C)c2ccccc2n1	11	95	-7	93	89	-23	0	9	92	97	95
Cc1c(NC(=O)C2Cc3ccccc3CN2C(=O)c2ccco2)c(=O)n(-c2ccccc2)n1C (centres undefined)	-24	94	-6	96	95	-20	-4	23	95	92	95
CC(C)(C)c1ccc(S(=O)(=O)N2CCC(CO)(CC3CCCCO3)CC2)cc1 (centres undefined)	-5	90	-8	94	99	-2	-5	9	93	97	88
N/C(Cc1ccc([N+](=O)[O-])cc1)=N\OC(=O)CC1CCCCC1	59*	98	-13	100	95	12	0	5	100	103	98
Cc1ccc(S(=O)(=O)N2CCN(CC(=O)Nc3ccc(N4CCOCC4)cc3)CC2)cc1C	15	97	-18	99	99	16	-6	9	98	101	101
CC(C)NC(=O)CSc1nc(N)c(NC(=O)c2ccccc2F)c(=O)[nH]1	-3	99	-46	97	97	6	-1	1	97	102	99
CC(C)OCC1CC(CC(=O)NC(=S)Nc2cccc([N+](=O)[O-])c2)C(=O)O1 (centres undefined)	9	96	-18	100	100	1	-1	5	98	104	100
COc1ccc(N2CC(C(=O)N/N=C/c3cccs3)CC2=O)cc1 (centres undefined)	7	97	-27	99	104	13	0	9	99	101	92
COc1ccc(-n2c(C)nc3c(cnn3-c3ccc(Cl)cc3)c2=O)cc1	nt	94	-27	99	96	-7	-2	10	95	99	99
CN(C)S(=O)(=O)N1CCN(C(=O)c2cccc(Br)c2)CC1	nt	100	-41	104	102	-4	-3	13	103	107	105
O=C(NCc1ccccc1)C(=O)NCC1COc2ccccc2O1 (centres undefined)	-33	99	-9	102	99	-12	-6	18	99	107	104
COc1ccccc1Nc1nc(N)nc(CN2CCN(Cc3ccccc3)CC2)n1	1	99	-42	101	100	-3	0	25	100	103	101
CCn1cc(C(=O)N(CCC(C)C)c2c(N)n(Cc3ccccc3)c(=O)[nH]c2=O)c(=O)c2ccc(C)nc21	0	96	-35	100	104	-10	0	15	100	97	97
O=C(Nc1ccccc1C(F)(F)F)c1cc(-c2ccc(O)cc2)on1	-4	96	-11	99	97	9	0	10	100	102	98
COc1cccc(C(=O)CC(=O)C(=O)Nc2cc(Cl)c(OC)cc2OC)c1	-20	92	-5	98	108	23	0	10	97	99	98
CC1CCc2c(sc3nc(CN4CCN(S(=O)(=O)c5ccccc5[N+](=O)[O-])CC4)[nH]c(=O)c23)C1 (centres undefined)	nt	96	-35	98	100	-16	-6	3	98	100	100
O=C(CSc1nnnn1-c1cccc2c1CCCC2)N1CCOCC1	7	98	-17	100	104	15	-5	26	102	104	101
CCCSc1nc2c3c(sc2c(=O)[nH]1)CC(C)(CC)OC3 (centres undefined)	-9	94	-14	96	97	-2	1	11	93	98	95
